PhoP inhibition – inhibitors of PhoP regulon expression, primary screen, Salmonella Typhimurium, GFP reporter (AID 1863). S. Typhimurium PhoP-regulated promoter GFP reporter, 4 h; higher % means a stronger effect. inhibition, % at 50 µM, or IC50 in µM where a hit was titrated. 300,000 tested, 0.16% active;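 active = inhibition over 29.93%, a cutoff 3 SD above the screen mean, later confirmed by dose response; inconclusive = inhibition over 29.93% but no dose response follow-up; inactive = inhibition at most 29.93% or unconfirmed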;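 note: 0% = low Mg2+ inducing control and 100% = high Mg2+ repressing control; strong numbers were not always called active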
NOD1 inhibition – NOD1 signaling inhibitors, primary screen, cell-based, luminescence, uHTS (AID 1578). 290,000 tested, 1% active. inhibition, % at 4 µM; hits with a dose series show EC50 in µM. NOD1-driven NF-kB luciferase reporter cells, luminescence; higher % means a stronger effect; in the data active = inhibition mostly above about 36%, no sharp cut-off; inactive = mostly below about 34%;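 note: HEK-293T reporter cells stimulated with the NOD1 agonist gamma-tri-DAP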
KOR beta-arrestin-1 – KOR antagonists, beta-arrestin recruitment, cell-based, luminescence, uHTS (AID 1778) | Kappa-type opioid receptor (Homo sapiens) | KOR beta-arrestin recruitment, luminescence, antagonist mode; higher % means a stronger effect | one-dose inhibition, % at 10 µM; IC50 in µM for titrated hits | 290,000 tested, 0.091% active; note: strong numbers were not always called active
KOR beta-arrestin-2 – KOR agonists, beta-arrestin recruitment, primary screen, cell-based, luminescence, uHTS (AID 1777) | KOR beta-arrestin recruitment, luminescence; higher % means a stronger effect | one-dose activation, % at 10 µM; EC50 in µM for titrated hits | 280,000 tested, 0.02% active; in the data active = activation above about 50%, passing the limit was not always enough; note: a part of the inactive calls stands beside numbers as strong as those of hits
HIV fusion peptide – inhibitors of HIV fusion peptide binding, primary screen, biochemical, uHTS, fluorescence dequenching (AID 1986); cell-free peptide binding, fluorescence dequenching, 30 min; higher % means a stronger effect; inhibition, % at 20 µM, or IC50 in µM where a hit was titrated; 290,000 tested, 0.3% active; in the data active = inhibition mostly above about 52%, no sharp cut-off; inactive = mostly below about 76%; note: some results filed as inactive read as strong as hits
HEK293 NOD2/NF-kB – NOD2 signaling inhibitors, cell-based, luminescence, uHTS, HEK293 (AID 1566); one-dose inhibition, % at 4 µM; EC50 in µM for titrated hits; 290,000 tested, 0.63% active; HEK293 NOD2/NF-kB luciferase reporter, luminescence; higher % means a stronger effect; note: many of its hits are not listed in these tables
Siah-1 displacement – Siah-1 peptide-binding antagonists, primary screen, biochemical, fluorescence polarization, rhodamine-plectin, uHTS (AID 1817); 290,000 tested, 0.02% active; Siah-1 / rhodamine-plectin peptide fluorescence polarization; higher % means a stronger effect; E3 ubiquitin-protein ligase SIAH1 (Homo sapiens); displacement, % at 20 µM, or IC50 in µM where a hit was titrated;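 active = displacement of at least 50% at 20 µM, with a fluorescence ratio check between 0.3 and a set limit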;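 note: plate controls were Siah plus tracer with DMSO for no effect and tracer alone without Siah for full effect; strong numbers were not always called active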
LYP inhibition – inhibitors of LYP phosphatase, biochemical, fluorescence intensity, uHTS (AID 1779). 290,000 tested, 0.054% active. recombinant LYP phosphatase, fluorescence intensity; higher % means a stronger effect. inhibition, % at 11.5 µM; hits with a dose series show IC50 in µM;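 note: plate controls were vehicle with enzyme for no effect and no enzyme for full effect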
Myeloid diff MLP – induction of myeloid progenitor differentiation, primary screen, cell-based, flow cytometry, MLPCN library; ER-HoxA9 myeloid progenitors, lysozyme-GFP differentiation; calls only at 10 µM; 360,000 tested, 1% active;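 active = normalized GFP-positive differentiation at or above the plate's own cutoff, the solvent-only control mean plus 3 SD; inconclusive = no clear call, values can overlap the other calls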;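 note: cells exposed to compound for four days before flow analysis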
Myeloid diff MLP GFP+ MAC1+ % – further read-out of Myeloid diff MLP, marked with its call; GFP+ MAC1+ double positive, %; measured here: differentiation confirmed by MAC1 staining
Starred values were filed as active, the others as inactive; i = inactive; ? = inconclusive; . = no result given; [ ] = another dose, or the depositor's remark. Cut-off read from the data, not from the text of the source, unless noted: active = inhibition above about 50%; inactive = the rest. An excerpt; count on the stated rates, not on these rows.

compound,PhoP inhibition,NOD1 inhibition,KOR beta-arrestin-1,KOR beta-arrestin-2,HIV fusion peptide,HEK293 NOD2/NF-kB,Siah-1 displacement,LYP inhibition,Myeloid diff MLP,Myeloid diff MLP GFP+ MAC1+ %
CCn1c(C)c(C)c2cc(C(=O)NCCc3ccco3)ccc21,1.6%,-9.6%,-48.2%,-0.3%,0.6%,15.6%,-3.0%,-5.3%,?,.
O=C(CN1CCOCC1)OCCCc1ccccc1,14.7%,-23.1%,-24.4%,-0.3%,-1.4%,-4.4%,3.9%,2.1%,i,0.6
COC(=O)c1cc(S(=O)(=O)N2CCN(c3cccc(OC)c3)CC2)cn1C,-2.4%,19.8%,-34.7%,-3.8%,-0.6%,11.9%,2.7%,-6.6%,i,0.3
COc1ccc(CSc2nnnn2-c2ccc(O)cc2)cc1F,-6.6%,0.8%,-26.5%,8.5%,0.2%,14.4%,-1.9%,-7.1%,i,2.9
COc1ccc(N2CCC(CNC(=S)Nc3cc(C)ccc3C)C2)cc1 (stereo not given),-9.3%,-7.8%,11.6%,-3.2%,0.0%,4.0%,1.0%,-1.3%,i,1.0
O=[N+]([O-])c1ccc(-c2cnc[nH]2)cc1,-5.4%,-10.6%,15.0%,1.0%,-0.5%,-24.1%,15.8%,-1.7%,i,0.2
CCOc1ccc(-c2ccc(/C=C3/C(=N)N4C=CSC4=NC3=O)o2)c([N+](=O)[O-])c1,8.1%,-39.5%,-29.0%,-2.4%,33.2%,18.2%,-3.2%,8.8%,i,0.5
CCCC(=O)Nc1c(C(=O)OCC)[nH]c2ccccc12,6.8%,-3.4%,-66.4%,-1.4%,-1.8%,-16.4%,-4.1%,0.5%,i,2.4
Cc1nn(Cc2ccc(Cl)cc2)c(C)c1NC(=O)CCCn1nc([N+](=O)[O-])c(Cl)c1C,5.5%,-8.2%,19.5%,-4.4%,2.9%,5.2%,10.0%,-6.8%,i,0.9
O=C1C2C3C=CC(C3)C2C(=O)N1CCN1CCN(Cc2ccc([N+](=O)[O-])cc2)CC1 (stereo not given),-1.7%,-25.1%,28.6%,-5.4%,-1.1%,-7.1%,-1.2%,-2.5%,i,0.2
O=C(O)/C=C/C(=O)NCc1ccccn1,5.0%,-21.7%,-16.0%,-0.5%,29.4%,-7.8%,4.6%,-6.4%,i,0.2
CCN1CCN(C(=O)/C(=C/c2cccs2)NC(=O)c2ccc(C)c(C)c2)CC1,-7.3%,-19.5%,-7.4%,1.3%,1.1%,1.7%,2.8%,-3.7%,i,0.3
CCOC(=O)c1ccc(CNC(=O)CSc2nnnn2-c2ccc(Cl)cc2)o1,4.7%,11.3%,12.8%,-0.1%,1.0%,20.7%,0.8%,-10.4%,i,0.8
CCC(CC)NCC(O)COc1ccc(Br)cc1 (stereo not given),5.3%,-14.4%,-19.1%,0.4%,1.4%,-17.2%,-1.4%,-3.0%,i,0.8
COc1ccccc1NC(=O)c1cc(Br)ccc1Cl,-2.9%,-23.8%,-7.3%,-2.1%,1.3%,1.4%,-4.2%,-0.5%,i,0.2
O=C1C2C3C=CC(C3)C2C(=O)N1Cc1ccccc1 (stereo not given),7.2%,10.8%,0.4%,-6.9%,-1.7%,3.7%,-4.1%,-2.8%,i,6.5
Cc1cccc(C)c1NC(=O)CSc1nnc([C@H](C)NC(=O)OC(C)(C)C)o1,4.7%,-0.1%,-2.7%,-1.2%,1.7%,-5.3%,-1.7%,-9.7%,i,1.0
CC(C)C(NC(=O)c1ccccc1)C(=O)N1CCCCCC1 (stereo not given),8.3%,-5.5%,-13.0%,0.2%,-0.8%,-9.2%,-1.3%,-6.4%,i,2.6
COc1cc(/C=C2\SC(=S)N(N(C)c3ccccc3)C2=O)ccc1O,-8.7%,-7.0%,40.0%,-0.4%,8.5%,6.7%,-9.1%,4.3%,i,0.5
CCC(C)c1ccc2oc(-c3ccc(NC(=O)Cn4cnc5c(=O)n(C)c(=O)n(C)c54)cc3)nc2c1 (stereo not given),-4.2%,-47.1%,.,.,-1.5%,11.7%,9.1%,8.2%,i,1.2
COc1ccc2c(C)cc(=O)oc2c1C,-8.2%,26.7%,-21.2%,5.1%,6.1%,4.1%,-2.5%,-7.8%,i,0.3
C[C@]12C=CC(=O)C=C1CC[C@@H]1C2C(O)C[C@@]2(C)C1CC[C@]2(O)C(=O)COC(=O)CCC(=O)NC(CC(=O)O)C(=O)O (stereo not given in full),9.3%,-8.1%,18.0%,-3.5%,-0.3%,17.4%,4.5%,-9.0%,i,5.1
CCCCC(=O)NC(=S)Nc1ccc(NC(=O)C(C)C)c(OC)c1,-13.4%,-22.3%,15.9%,-2.4%,-0.9%,-6.3%,3.3%,6.2%,i,0.4
CC(C)(C)NC(=O)COC(=O)/C=C/c1ccc(F)cc1,-8.8%,-16.2%,19.4%,-5.9%,-0.2%,12.0%,-2.6%,-10.1%,i,0.5

Individual results from the list.
PhoP inhibition with `CCCCC(=O)NC(=S)Nc1ccc(NC(=O)C(C)C)c(OC)c1` is entered as -13.4%
Myeloid diff MLP GFP+ MAC1+ % with `C[C@]12C=CC(=O)C=C1CC[C@@H]1C2C(O)C[C@@]2(C)C1CC[C@]2(O)C(=O)COC(=O)CCC(=O)NC(CC(=O)O)C(=O)O` (stereo not given in full) is entered as 5.1

Going on with the list:
compound,PhoP inhibition,NOD1 inhibition,KOR beta-arrestin-1,KOR beta-arrestin-2,HIV fusion peptide,HEK293 NOD2/NF-kB,Siah-1 displacement,LYP inhibition,Myeloid diff MLP,Myeloid diff MLP GFP+ MAC1+ %
Cc1sc2nc(C(C)C)oc(=O)c2c1C,1.5%,-7.8%,4.5%,0.0%,2.0%,11.6%,-3.8%,-9.2%,i,0.3
COc1ccc(Cc2nc(N)nc(N)n2)cc1,-3.6%,-26.1%,-34.3%,-0.4%,1.2%,7.8%,-0.7%,-0.2%,i,0.5
CC(C)C[C@H](CO)Nc1nc(Nc2cccc(Cl)c2)c2ncn(C(C)C)c2n1,-1.4%,16.5%,-41.8%,4.7%,2.5%,-19.4%,-0.2%,1.3%,i,2.4
COc1ccc2c(c1)-c1nc(/N=C/c3cccc(OC)c3O)sc1CC2,-3.4%,-37.7%,16.0%,2.5%,13.4%,-24.1%,-5.3%,-4.0%,i,0.6
COc1cc([N+](=O)[O-])ccc1NC(=O)Cc1ccc(F)cc1,-2.0%,-26.6%,.,-3.5%,-1.0%,12.2%,0.3%,-1.3%,i,1.2
CCN(CC)CCCNC(=O)c1cn(C)c(=O)c2c1c1ccccc1n2C,-8.8%,-5.5%,-14.7%,1.8%,-0.8%,-24.5%,-5.1%,-1.4%,i,0.9
Cc1ccccc1CSc1n[nH]c(NS(=O)(=O)c2ccccc2)n1,11.0%,16.8%,-29.2%,0.1%,-0.6%,-9.3%,1.4%,-13.6%,i,1.3
COCCCNC(=O)c1c(N)n(-c2ccccc2)c2nc3ccccc3nc12,-5.2%,-7.5%,-16.0%,0.2%,0.6%,8.0%,1.8%,-8.2%,i,0.2
CCN(CC)C(=O)CC(c1ccc(F)cc1)c1ccc(OC)cc1 (stereo not given),-0.2%,-31.4%,7.6%,-3.9%,2.0%,-17.1%,6.8%,-1.2%,i,0.3
C/C(=N\NC(=O)c1cc(C)nc2ccccc12)c1ccncc1,-5.4%,-23.1%,-4.2%,-1.1%,1.1%,3.0%,1.3%,-5.0%,i,0.7
COc1cc(C(F)(F)F)c(C(=O)N(C)Cc2ccc(Cl)c(Cl)c2)cn1,-4.0%,-9.2%,-0.9%,-2.8%,-1.9%,17.2%,2.8%,-0.2%,i,1.5
O=C(NCc1ccncc1)C(=O)N/N=C/c1cccnc1,3.0%,-20.8%,-2.6%[20 µM],2.5%,0.6%,4.1%,-0.5%,-5.5%,i,0.8
O=C1NC(=O)N(Cc2ccccc2F)C1=O,-7.7%,1.6%,21.5%,-2.8%,-3.0%,10.8%,-5.3%,-8.3%,i,0.5
COC(=O)c1cc(-c2ccc(C)o2)nc2ccccc12,-4.6%,-18.8%,13.3%,-0.8%,13.5%,0.4%,2.4%,2.1%,i,0.8
COc1ccc(OCCSc2nnc(C)n2-c2ccccc2)cc1,-3.5%,-31.4%,-14.2%,4.5%,1.7%,2.8%,0.4%,-2.8%,i,0.4
O=C(COC(=O)c1ccccc1NS(=O)(=O)c1cc([N+](=O)[O-])ccc1Cl)c1ccccc1,-4.8%,-12.6%,-196.2%[20 µM],-1.2%,-1.3%,-1.0%,18.3%,-6.7%,.,.

Record cards, from the list above. Values in the order: PhoP inhibition, NOD1 inhibition, KOR beta-arrestin-1, KOR beta-arrestin-2, HIV fusion peptide, HEK293 NOD2/NF-kB, Siah-1 displacement, LYP inhibition, Myeloid diff MLP, Myeloid diff MLP GFP+ MAC1+ %
Listed for `COc1ccccc1NC(=O)c1cc(Br)ccc1Cl` : -2.9%, -23.8%, -7.3%, -2.1%, 1.3%, 1.4%, -4.2%, -0.5%, i, 0.2
Listed for `O=C(O)/C=C/C(=O)NCc1ccccn1` : 5.0%, -21.7%, -16.0%, -0.5%, 29.4%, -7.8%, 4.6%, -6.4%, i, 0.2

The list continues.
compound,PhoP inhibition,NOD1 inhibition,KOR beta-arrestin-1,KOR beta-arrestin-2,HIV fusion peptide,HEK293 NOD2/NF-kB,Siah-1 displacement,LYP inhibition,Myeloid diff MLP,Myeloid diff MLP GFP+ MAC1+ %
CC(=O)c1cnn(-c2c(Cl)cc(Cl)cc2Cl)c1C,5.5%,2.4%,26.5%,4.6%,-1.7%,-6.3%,-7.6%,-8.3%,i,0.6
CCCCC(=O)Nc1ccc(C(=O)c2ccccc2)cc1,5.8%,-39.4%,-17.6%[20 µM],-4.3%,-1.2%,-5.7%,16.1%,-1.1%,i,0.1
CCc1nc(SCc2ccccc2C)n[nH]1,2.2%,44.4%,-33.8%[20 µM],3.3%,-0.3%,4.0%,-2.4%,-6.6%,i,0.2
CCC(C)(C)n1nnnc1C(c1ccc(C)cc1)N1CCC(C)CC1 (stereo not given),4.4%,1.8%,23.2%,0.4%,-0.8%,7.8%,2.2%,-9.1%,i,1.2
COc1ccc(NC(=O)c2cccnc2N2CCCC2)cc1,8.3%,-16.5%,11.1%,-2.0%,15.4%,4.4%,2.9%,-1.9%,i,0.7
O=C(CCN1C(=O)S/C(=C/c2ccccc2)C1=O)Nc1ccc(O)c(C(=O)O)c1,-13.7%,-13.4%,5.5%,-2.7%,23.8%,2.3%,4.1%,-0.1%,i,1.1
O=S(=O)(Nc1ccc(Br)cc1)c1cccc2cccnc12,6.2%,6.2%,16.2%,-5.0%,-1.7%,20.9%,-2.3%,-5.7%,i,0.3
CCC(C)NC(=O)CSc1ncnc2sccc12 (stereo not given),1.6%,-39.4%,8.5%,-6.5%,-0.9%,4.5%,5.6%,-5.1%,i,0.4
CCOC(=O)N1CCN(C(=O)c2ccc(S(=O)(=O)NCc3ccco3)cc2)CC1,5.3%,-0.3%,-34.9%,0.6%,3.7%,-0.8%,-5.3%,5.4%,i,0.9
